V1R ag counter: counter-screen for oxytocin receptor agonists: human V1a receptor agonists; P37288; CHO-V1R cells, Fluo-8 calcium fluorescence, agonist mode; 0% DMSO, 100% 3 nM vasopressin; activation, % at 3 µM; 320,000 compounds, 0.25% hits; AID 2797;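 active means activation above the mean activation of all tested compounds plus 3 SD, per screening run, cut at about 20% in these data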;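 further: signal is peak over basal fluorescence ratio across a 100 second FLIPR read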
Target sequence (P37288 whole entry, looked up): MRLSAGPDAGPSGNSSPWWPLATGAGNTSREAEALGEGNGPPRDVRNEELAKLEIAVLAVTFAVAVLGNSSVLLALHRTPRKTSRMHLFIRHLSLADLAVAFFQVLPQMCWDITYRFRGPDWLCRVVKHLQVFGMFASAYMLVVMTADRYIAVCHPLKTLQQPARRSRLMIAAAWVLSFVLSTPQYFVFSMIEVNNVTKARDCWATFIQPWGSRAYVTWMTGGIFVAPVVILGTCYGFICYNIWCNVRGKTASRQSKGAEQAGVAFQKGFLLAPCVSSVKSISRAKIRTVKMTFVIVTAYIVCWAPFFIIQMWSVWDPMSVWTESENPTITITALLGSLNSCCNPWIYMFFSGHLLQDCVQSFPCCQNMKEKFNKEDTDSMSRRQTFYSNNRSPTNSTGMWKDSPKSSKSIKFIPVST
NALP1 inh: inhibitors of NALP1 inflammasome in yeast; AID 2071; 280,000 compounds, 0.61% hits; inhibition, % at 10 µM; S. cerevisiae NALP1/ASC/caspase-1 growth, X-gal OD620, 72 h; in the data active means inhibition mostly above about 24%, no sharp cut-off; inactive means mostly below about 32%; further: some compounds called inactive have numbers as strong as hits
OXTR potentiator: potentiates the human oxytocin receptor response. P30559. CHO-OTR cells, Fluo-8 calcium fluorescence, potentiator mode; 0% = oxytocin EC15, 100% = EC100. activation, % at 3 µM. 320,000 compounds, 0.061% hits. AID 2445;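 active means activation above that plate's cutoff, the mean activation of tested compounds plus 3 SD, cut at about 6.6% in these data, passing the limit was not always enough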;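 further: 100% uses oxytocin at 75 nM as the full agonist control; some results filed as inactive read as strong as hits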
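Assay system: CHO-OTR cells, human receptor / Also added: oxytocin at about EC15, sub-maximal agonist stimulus / Dosing: single dose, 3.0 µM nominal final compound concentration / Incubation: 6 min pre-incubation, 100 s read / Technique: Fluo-8 calcium dye fluorescence / Read-out: % activation vs EC15 and EC100 oxytocin / Benchmarks: EC15 oxytocin low, 75 nM oxytocin high / Replicates: singlicate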
GPR7 antagonist: blocks human GPR7 receptor signaling | P48145 | GPR7-expressing cells, fluorescence antagonist assay | inhibition, % at 4.4 µM | 290,000 compounds, 1.1% hits | AID 1861; in the data active means inhibition above about 16%, passing the limit was not always enough;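 further: cells stimulated with the agonist NPW; 0% = agonist with vehicle and 100% = vehicle without agonist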
Target sequence (P48145 whole entry, looked up): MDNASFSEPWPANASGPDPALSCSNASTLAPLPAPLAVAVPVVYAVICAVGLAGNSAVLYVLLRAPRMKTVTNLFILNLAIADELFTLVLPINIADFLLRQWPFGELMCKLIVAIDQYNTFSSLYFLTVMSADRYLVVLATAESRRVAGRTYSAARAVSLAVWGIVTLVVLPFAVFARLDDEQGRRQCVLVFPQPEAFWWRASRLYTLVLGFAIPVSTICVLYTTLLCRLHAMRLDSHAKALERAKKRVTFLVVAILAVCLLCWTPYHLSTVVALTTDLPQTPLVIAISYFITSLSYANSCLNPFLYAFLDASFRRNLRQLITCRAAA
MEKK2 WT-MEK5: raises or lowers MEK5 binding to wildtype human MEKK2 PB1 domain. Q9Y2U5. bead flow cytometry, Alexa488-MEK5 binding to MEKK2 WT; actives lie on both sides. binding response (% of control), % at 10 µM. 290,000 compounds, 1.1% hits; in the data active means binding response below about 67% or above about 130%
OXTR agonist: activates the human oxytocin receptor. P30559. CHO-OTR cells, Fluo-8 calcium fluorescence; normalized: DMSO 0%, oxytocin 100%. activation, % at 3 µM. 320,000 compounds, 0.32% hits. AID 2435;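 active means activation above the mean of all tested compounds plus 3 SD, cutoff set per screening run, cut at about 20% in these data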;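 further: peak over basal fluorescence ratio from a 100 s FLIPR kinetic read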
MEKK2 mut-MEK5: signal of MEK5 binding to mutant human MEKK2 PB1 domain; bead flow cytometry, Alexa488-MEK5 binding to MEKK2 mutant; percent response, % at 10 µM; 290,000 compounds, 0.35% hits; in the data active means percent response above about 24%, passing the limit was not always enough; further: inactives centre near 1; some results filed as inactive read as strong as hits; reference of the scale not given here
PfM18AAP inh: blocks P. falciparum M18 aspartyl aminopeptidase; recombinant PfM18AAP, H-Glu-NHMec fluorogenic cleavage; AID 1822; inhibition, % at 7.35 µM; 290,000 compounds, 1.2% hits;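 active means inhibition above the campaign mean inhibition over all tested compounds plus 3 SD, cut at about 28% in these data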;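 further: 0% = plate median of test compound wells and 100% = 2 mM ZnCl2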
GalR3 antagonist: blocks the human galanin receptor 3; O60755; HEK293 GalR3-CNG cAMP membrane potential fluorescence; galR3 body fused to GalR1 C-terminus; inhibition, % at 3 µM; 360,000 compounds, 0.44% hits; AID 651719;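 active means inhibition above the screen-wide average plus 3 SD, cut at about 13% in these data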;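 further: forskolin and galanin both at EC90 stimulate the cells; cAMP rise reported by CNG channel membrane potential dye signal; 0% = forskolin plus galanin with DMSO and 100% = forskolin alone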
Target sequence (O60755 1-299 limits assumed): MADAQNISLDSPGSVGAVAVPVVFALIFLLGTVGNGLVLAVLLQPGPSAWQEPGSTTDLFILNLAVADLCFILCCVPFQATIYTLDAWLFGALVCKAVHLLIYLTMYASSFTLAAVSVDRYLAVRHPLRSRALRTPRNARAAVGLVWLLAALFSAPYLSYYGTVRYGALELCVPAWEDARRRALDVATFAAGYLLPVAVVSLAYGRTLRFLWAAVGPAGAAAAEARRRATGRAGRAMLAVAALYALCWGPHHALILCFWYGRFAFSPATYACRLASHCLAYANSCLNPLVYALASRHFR
* = called active by the depositor; . = not tested or not shown. Rows are unselected; 4.1% or so of the library scored in one or more.

SMILES	V1R ag counter	NALP1 inh	OXTR potentiator	GPR7 antagonist	MEKK2 WT-MEK5	OXTR agonist	MEKK2 mut-MEK5	PfM18AAP inh	GalR3 antagonist
c1ccc(CCNc2c3c(nc4ncnn24)CCC3)cc1	5.0	25.0*	-11.7	-15.2	96.0	6.6	2.0	-1.9	-6.8
O=C(COc1ccccc1C(=O)NCC1CCCO1)Nc1ccc(Br)cc1 (configuration not stated)	3.5	-17.0	-8.8	3.6	100.0	5.2	-2.0	-5.3	-2.8
Cn1c2c(c(=O)n(C)c1=O)C1(C(=O)Nc3ccccc31)C(C#N)=C(N)O2 (configuration not stated)	0.5	-2.6	-8.3	-7.1	111.0	1.5	2.0	3.8	-6.7
COc1ccc(S(=O)(=O)NCC2CCCN(C(=O)CNC(C)=O)C2)cc1 (configuration not stated)	0.2	11.3	-4.0	-0.3	91.0	-0.8	-7.0	-13.6	-0.9
CCOC(=O)C1(CCOc2ccccc2)CCN(Cc2cnc(C)[nH]2)CC1	-0.4	0.6	-8.6	-20.2	115.0	-0.5	16.0	3.4	-7.9
Cn1c(=O)oc2cc(S(=O)(=O)N3CCC(C(=O)NCc4cccs4)CC3)ccc21	0.0	16.9	-4.4	-3.2	108.0	-0.3	6.0	-5.3	4.1
COc1ccc(OCc2nc(C#N)c(NCCCn3ccnc3)o2)cc1	0.4	-2.5	-5.3	-6.8	97.0	-0.9	-10.0	6.0	-1.6
Cn1c(-c2ccc(F)cc2)cnc1NCc1ccc(C#N)cc1	1.2	7.2	2.2	-9.1	99.0	-0.1	-5.0	-9.3	-1.9
COc1ccc(C(=O)Oc2ccc3ccc(=O)oc3c2)cc1OC	-0.1	17.6	-5.1	3.9	95.0	0.1	-5.0	-7.1	-7.7
O=S(=O)(c1ccc(NC(=S)N2CCN(c3ccc(O)cc3)CC2)cc1)N1CCOCC1	0.2	-1.5	-3.9	-9.3	98.0	-0.1	-3.0	33.7*	0.5
COC(=O)c1ccc(Cl)c(NC(=O)Cc2ccccc2[N+](=O)[O-])c1	-0.8	24.3	-2.9	0.6	122.0	0.0	14.0	-9.1	-2.7
O=C(O)C1CCCN1S(=O)(=O)c1ccc(Br)s1 (configuration not stated) (tested in a mixture with another compound)	1.4	35.0	-2.6	-1.9	103.0	-0.6	1.0	10.8	-1.6
CCNc1nc2c(c(=O)n(C)c(=O)n2C)n1CCCc1ccccc1	-0.2	-8.3	5.1	-5.5	102.0	-0.2	2.0	3.6	-8.9
Cc1ccc(NC(=O)c2sccc2-n2cccc2)c(Cl)c1	-0.7	-5.3	-4.6	-10.7	101.0	-1.6	-1.0	6.1	-1.9
O=C(O)c1ccc(CSc2ncn[nH]2)cc1	0.0	37.4	0.2	-9.8	113.0	0.3	7.0	10.3	-0.9
Cc1cccc(N2C(=O)/C(=C\c3ccc(C(=O)O)cc3)c3ccccc3C2=O)c1	0.3	4.2	-3.4	0.0	104.0	-0.2	-1.0	8.2	-3.6
O=[N+]([O-])c1cc(Br)c(O)c(/C=N/Nc2nc3ccccc3s2)c1	.	-12.3	.	-1.2	94.0	.	-3.0	8.7	-1.7
CCc1ccc(S(=O)(=O)Nc2c(C)n(C)n(-c3ccccc3)c2=O)cc1	0.2	-0.2	-4.3	4.3	112.0	-1.3	8.0	-6.7	-6.2
CCCSc1ccc([C@@H]2[C@H]3C(=O)N(CC)C(=O)[C@H]3[C@]3(C(=O)OC)CCCN23)cc1	-1.0	.	-6.8	.	.	-1.5	.	.	3.3
c1ccc(N2OCC3Cn4c(nc5ccccc54)C32)cc1 (configuration not stated)	-1.5	10.8	-0.9	.	89.0	-1.3	1.0	.	-0.2
Cc1ccc(NC(=O)CCNS(=O)(=O)c2ccc3c(c2)oc(=O)n3C)cc1	-0.3	20.1	-3.9	-7.3	96.0	0.1	-3.0	-0.8	-6.7
CN(CCc1ccccn1)C(=O)Nc1cccc(Cl)c1	0.5	-2.0	-1.5	-12.3	100.0	0.3	-10.0	0.6	0.1
O=C(CCCC(=O)Nc1cccc(Br)c1)N/N=C/c1cc([N+](=O)[O-])ccc1O	-0.6	19.9	-11.1	-16.7	96.0	-1.2	-4.0	-11.0	-0.8
O=C(c1ccco1)N1CCCC(N2CCN(c3cccc(C(F)(F)F)c3)CC2)C1 (configuration not stated)	2.7	1.8	-2.8	-9.1	105.0	-2.6	3.0	9.3	-4.2
COc1ccc(C)cc1NC(=O)CSc1nc2scc(C)c2c(=O)[nH]1	5.9	3.1	-11.7	-11.1	94.0	0.9	-4.0	1.4	-3.0
COc1ccc(C(=O)NCc2nnc(SC)n2Cc2ccccc2)cc1	-0.3	1.1	-11.4	-7.4	102.0	0.8	4.0	-0.5	-2.4
N#Cc1c(N)nc2c(c1-c1ccccc1)CCCC2	0.4	12.7	1.2	-5.7	96.0	-1.1	-3.0	6.3	-4.2
CNC(=S)NNC(=O)c1sccc1OCc1ccc(C)cc1	0.6	4.6	-17.3	5.0	97.0	1.1	-2.0	17.4	4.7
Clc1ccc(-c2c[n+]3c(n2-c2ccccc2)SCC3)cc1	3.5	-4.7	-7.2	-1.2	100.0	0.9	-4.0	-7.8	-5.6
CC(C)CNC(=O)CSc1nc(-c2cccs2)cc(C(F)(F)F)n1	-0.5	6.9	5.4	-15.5	99.0	-2.1	1.0	22.4	-2.9
CCOC(=O)c1c(N)nn(C(=O)c2ccccc2F)c1-c1ccc(OC)cc1	-0.9	13.8	-13.0	-9.1	106.0	-2.2	0.0	-6.4	-2.5
CCC(C)NS(=O)(=O)c1ccc(OCC(=O)NCc2ccccn2)cc1 (configuration not stated)	0.4	8.1	-1.1	-2.4	75.0	0.0	-15.0	4.1	-4.0
Cc1ccc(CS(=O)(=O)Cc2ccc(C(=O)NCc3cccnc3)o2)cc1	2.1	21.4	2.1	-11.1	106.0	4.3	8.0	-2.8	-5.4
Cc1nc2sccn2c(=O)c1S(=O)(=O)NCCc1ccccc1	-0.1	-0.3	2.2	-5.1	99.0	-0.5	4.0	-2.2	.
O=C(C1CC1)N1CCc2cc(Br)cc(S(=O)(=O)N3CCOCC3)c21	1.4	36.3	-10.0	-10.4	99.0	1.9	1.0	-8.6	-7.0
Nn1c(SCC(=O)Nc2ccc3c(c2)OCO3)nnc1-c1cccc(Cl)c1	-0.1	-34.5	-9.2	7.6	97.0	-1.8	-1.0	-0.6	-2.6
COc1ccc(OC)c(NC(=O)CC2C(=O)NCCN2C(=O)Nc2cccc(Cl)c2)c1 (configuration not stated)	3.2	-8.9	-9.1	18.5	98.0	8.5	2.0	3.9	-7.6
O=C(CCNC(=O)c1ccc(Br)cc1)NCc1ccncc1	-0.1	.	-7.0	.	.	0.0	.	.	0.6
O=c1c2ccccc2nc2ccc(N3CCOCC3)nn12	-1.1	1.2	-19.5	6.9	104.0	-1.3	2.0	-2.8	-2.8
N#Cc1ccc(CSC2=NCCN2)cc1	-0.4	-16.8	-5.3	9.0	102.0	0.4	-6.0	13.1	-4.5

Taken from above:
Under PfM18AAP inh, O=c1c2ccccc2nc2ccc(N3CCOCC3)nn12 has the entry -2.8
Under MEKK2 mut-MEK5, Cc1nc2sccn2c(=O)c1S(=O)(=O)NCCc1ccccc1 has the entry 4.0
Under MEKK2 mut-MEK5, Cc1ccc(CS(=O)(=O)Cc2ccc(C(=O)NCc3cccnc3)o2)cc1 has the entry 8.0
Under PfM18AAP inh, O=C(C1CC1)N1CCc2cc(Br)cc(S(=O)(=O)N3CCOCC3)c21 has the entry -8.6
Under MEKK2 mut-MEK5, COc1ccc(OC)c(NC(=O)CC2C(=O)NCCN2C(=O)Nc2cccc(Cl)c2)c1 (configuration not stated) has the entry 2.0
Under GalR3 antagonist, CCOC(=O)c1c(N)nn(C(=O)c2ccccc2F)c1-c1ccc(OC)cc1 has the entry -2.5

Record cards, as listed above. Order of screens: V1R ag counter	NALP1 inh	OXTR potentiator	GPR7 antagonist	MEKK2 WT-MEK5	OXTR agonist	MEKK2 mut-MEK5	PfM18AAP inh	GalR3 antagonist
Results for N#Cc1ccc(CSC2=NCCN2)cc1 = -0.4	-16.8	-5.3	9.0	102.0	0.4	-6.0	13.1	-4.5
Results for Cc1nc2sccn2c(=O)c1S(=O)(=O)NCCc1ccccc1 = -0.1	-0.3	2.2	-5.1	99.0	-0.5	4.0	-2.2	.

Continuation.
SMILES	V1R ag counter	NALP1 inh	OXTR potentiator	GPR7 antagonist	MEKK2 WT-MEK5	OXTR agonist	MEKK2 mut-MEK5	PfM18AAP inh	GalR3 antagonist
Cc1ccc(Cn2c(C3CCCN3c3nc(C)cs3)nc3cc(C(F)(F)F)ccc32)cc1 (configuration not stated)	-0.8	5.2	-1.9	11.3	92.0	-1.4	-7.0	6.8	.
Cc1ccc2c(c1)N(C(=O)CCC(=O)NC1CCN(Cc3ccccc3)CC1)CC(C)O2 (configuration not stated)	-1.3	7.1	-3.9	8.2	99.0	-0.2	-1.0	1.9	.
O=C(Cc1ccc(Cl)c(Cl)c1)Nc1ccccc1N1CCCC1	.	16.3	.	6.7	95.0	.	-5.0	3.7	-1.7
Cc1cc(C)cc(C(=O)NCCN2CCOCC2)c1	-1.4	1.0	-5.0	-19.0	109.0	0.7	3.0	-1.2	-4.3
CCCCOc1ccc(C2/C(=C(\O)c3ccc4c(c3)OCCO4)C(=O)C(=O)N2CCCN2CCOCC2)cc1 (configuration not stated)	-0.3	18.7	-4.0	3.5	97.0	-0.3	-1.0	4.8	-1.8
COc1cc2ccccc2cc1C(=O)N(CCN(C)C)c1nc2c(OC)ccc(OC)c2s1	4.5	17.9	-17.1	15.8	147.0*	6.1	24.0*	-4.3	-6.0
O=C(NCCCN1CCOCC1)C(C(=O)NCCCN1CCOCC1)c1ncc(C(F)(F)F)cc1Cl	-0.1	-34.5	-5.7	13.3	87.0	0.9	-21.0	-9.1	-6.7
CCN1CCN(Cc2cc(=O)oc3ccc(C)cc23)CC1	1.0	-7.8	-2.1	-20.6	103.0	-0.1	-1.0	0.8	-4.7
Cc1nnc(NC(=O)CC(CN(C)S(=O)(=O)c2ccccc2)c2ccccc2)s1 (configuration not stated)	-0.3	7.8	-2.8	-13.4	105.0	-0.8	7.0	3.7	-1.2
Cc1cccc(C)c1-n1c(C)nn(CC#N)c1=O	0.4	-2.3	-4.2	-11.3	104.0	0.2	2.0	-3.0	3.6
CCOC(=O)C1=C(C)NC(=O)NC1c1ccc(N(C)C)cc1 (configuration not stated)	.	.	.	3.1	106.0	.	2.0	6.2	3.9
O=C(CN(Cc1ccco1)C(=O)c1ccccc1F)Nc1ccccc1C(F)(F)F	-0.7	.	-6.3	.	.	-0.2	.	.	-9.6
CC1CCC(N2CCN(S(C)(=O)=O)CC2)CC1 (configuration not stated)	1.2	12.2	-2.6	3.3	92.0	1.0	-4.0	-12.7	-6.2
CN1CCN(C(=O)CSc2nc(-c3ccncc3)ccc2C#N)CC1	0.4	-16.2	-0.3	-4.1	100.0	2.0	15.0	3.3	-2.1
CCCCC(CC)CNC(=O)CN1C(=O)NC2(CCc3ccccc32)C1=O (configuration not stated)	-0.1	12.9	-7.2	-7.3	106.0	-0.6	2.0	1.9	-11.2
